PriA SSB inh: K. pneumoniae PriA-SSBct interaction inhibition; AlphaScreen SSBct-PriA binding, biotinylated peptide; inhibition, % at 33 µM; 430,000 compounds, 0.6% hits; in the data active means inhibition mostly above about 37%, no sharp cut-off; inactive means mostly below about 20%;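 further: plate controls were negative control peptide for no effect and reference peptide for full effect; strong numbers were not always called active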
Anthrax LF prot: inhibitors of Bacillus anthracis lethal factor protease; 360,000 compounds, 0.12% hits; multiplex microsphere protease cleavage assay, LF; AID 588501; inhibition, % at 10 µM; further: plate controls were buffer without enzyme for full effect and enzyme alone for no effect
Target sequence (P15917 whole entry, looked up): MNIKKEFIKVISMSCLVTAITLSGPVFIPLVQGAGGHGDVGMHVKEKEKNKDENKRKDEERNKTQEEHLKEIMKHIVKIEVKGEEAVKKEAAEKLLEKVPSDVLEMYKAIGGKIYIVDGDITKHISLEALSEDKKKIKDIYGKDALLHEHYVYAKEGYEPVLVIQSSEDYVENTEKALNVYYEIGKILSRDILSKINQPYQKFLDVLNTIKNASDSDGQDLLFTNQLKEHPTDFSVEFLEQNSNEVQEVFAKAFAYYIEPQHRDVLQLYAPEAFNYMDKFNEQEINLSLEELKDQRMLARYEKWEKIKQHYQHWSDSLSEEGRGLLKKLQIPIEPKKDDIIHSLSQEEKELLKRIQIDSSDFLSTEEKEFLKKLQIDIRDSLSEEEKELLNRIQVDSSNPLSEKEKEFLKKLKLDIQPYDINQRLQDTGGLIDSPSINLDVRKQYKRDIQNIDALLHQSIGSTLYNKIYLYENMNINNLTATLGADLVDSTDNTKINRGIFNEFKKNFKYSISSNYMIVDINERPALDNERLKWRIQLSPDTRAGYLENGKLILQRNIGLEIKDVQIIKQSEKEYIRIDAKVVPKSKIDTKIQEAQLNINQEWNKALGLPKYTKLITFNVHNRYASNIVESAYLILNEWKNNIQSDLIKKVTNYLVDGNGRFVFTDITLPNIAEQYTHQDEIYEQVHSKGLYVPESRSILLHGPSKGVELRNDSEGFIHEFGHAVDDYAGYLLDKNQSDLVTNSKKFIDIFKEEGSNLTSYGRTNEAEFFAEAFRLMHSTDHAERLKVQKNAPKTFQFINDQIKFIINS
SARS 3CLpro inh: SARS-CoV 3CLpro protease inhibition; P0C6X7; recombinant SARS-CoV 3CLpro, quenched FRET peptide cleavage; inhibition, % at 6 µM; 290,000 compounds, 0.14% hits; AID 1706; in the data active means inhibition above about 12%
Rv3671c inh: Rv3671c (M. tuberculosis) protease inhibition | 320,000 compounds, 0.048% hits | inhibition, % at 5.96 µM; in the data active means inhibition above about 38%;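 further: extracellular domain of Rv3671c used as enzyme; 0% = enzyme with DMSO and 100% = no enzyme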
BoNT F protease: blocks Botulinum neurotoxin F light chain protease; Multiplex microsphere protease cleavage assay, flow cytometry; inhibition, % at 10 µM; 360,000 compounds, 0.22% hits; in the data active means inhibition above about 35%, passing the limit was not always enough; inconclusive means no clear call, values can overlap the other calls; further: plate controls were buffer without enzyme for full effect and enzyme alone for no effect
PrPC TRFRET: inhibitors of human cell surface prion protein PrPC; P04156; TR-FRET read-out; inhibition, % at 13.8 µM; 370,000 compounds, 0.43% hits; AID 720596; in the data active means inhibition above about 24%; further: 0% = median of the test wells and 100% = reference compound wells
BoNT-A LC inh2: blocks Botulinum neurotoxin A light chain protease | multiplex microsphere protease substrate cleavage, flow cytometry | inhibition, % at 10 µM | 360,000 compounds, 0.17% hits | AID 588499; further: plate controls were buffer without enzyme for full effect and enzyme alone for no effect
MazF activator: MazEF (E. coli) toxin RNase activation. FAM/BHQ RNA-DNA oligo cleavage fluorescence, 5 h. activation, % at 20 µM. 350,000 compounds, 0.32% hits. AID 504720; in the data active means activation above about 50%
DUSP3 inh: DUSP3 (human) phosphatase inhibition. P51452. recombinant VHR phosphatase, pNPP absorbance. inhibition, % at 13.3 µM. 290,000 compounds, 0.52% hits. AID 1654; in the data active means inhibition above about 50%; further: some compounds called inactive have numbers as strong as hits
Target sequence (P51452 whole entry, looked up): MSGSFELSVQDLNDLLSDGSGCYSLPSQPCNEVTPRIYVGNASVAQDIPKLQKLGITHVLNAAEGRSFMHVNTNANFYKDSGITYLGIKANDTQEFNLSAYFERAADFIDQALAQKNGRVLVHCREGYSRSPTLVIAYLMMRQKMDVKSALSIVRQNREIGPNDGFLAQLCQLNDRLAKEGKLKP
CCHFV vOTU inh: CCHFV vOTU protease inhibition. Pep-AMC fluorescence. inhibition, % at 11.5 µM. 370,000 compounds, 0.55% hits. AID 651958; in the data active means inhibition above about 30%; further: 0% = vehicle wells with enzyme and 100% = no enzyme wells
Active calls of the source: *; i = inactive; ? = inconclusive; . = no result given. Unless noted, no stated cut-off is given here; in the data, active means inhibition above about 30%; inconclusive means no clear call, values can overlap the other calls; inactive means below that.

cpd	Molecule	PriA SSB inh	Anthrax LF prot	SARS 3CLpro inh	Rv3671c inh	BoNT F protease	PrPC TRFRET	BoNT-A LC inh2	MazF activator	DUSP3 inh	CCHFV vOTU inh
1	Cc1cccc(C)c1-n1nnnc1C(c1ccnc2ccccc12)N1CCC2(CC1)C(=O)NCN2c1ccccc1 (centres undefined)	.	1	.	.	-11	3	1.3	.	.	-4
2	O=S(=O)(c1ccccc1Cl)N1CCC(O)(c2cccnc2)CC1	1	2	4	7	15	4	2.2	-2	8	11
3	NC(=O)CN1CCN(c2nc(-c3ccc(F)cc3)cs2)CC1	-15	-1	-1	0	-2	-4	-0.5	-1	16	5
4	CCN(CC)C(=O)CNC(=S)N(CCCN1CCOCC1)Cc1cccs1	-5	-4	3	7	-10	-9	-0.8	3	30	-3
5	CCOC(=O)CNC(=O)CNC(=O)c1nn(-c2ccc(OC)c(Cl)c2)c(=O)c2ccccc12	-4	-2	0	-2	-6	-9	-0.2	4	16	1
6	COc1ccc(CC(=O)Nc2cccc(-c3ccc4nncn4n3)c2)cc1OC	-6	-3	6	1	-12	-11	-1.2	3	11	-5
7	C[C@H](CO)N1C[C@H](C)[C@H](CN(C)C(=O)Nc2ccccc2F)OCc2cnnn2CCCC1=O	.	-6	.	.	4	-1	-0.2	10	.	-6
8	O=C(CCN1C(=O)/C(=C/c2ccccc2Cl)SC1=S)NNC(=O)c1ccccc1O	1	-4	10	-9	-12	2	-2.3	8	8	7
9	CCCCCC(=O)Nc1ncc2c(n1)CC(c1cccs1)CC2=O (centres undefined)	-3	-4	-1	4	3	-5	-0.6	3	10	3
10	CN1CCC(N(C)C(=S)NC(=O)c2cc(-c3cccc(Br)c3)nc3ccccc23)CC1	4	6	3	-5	0	-2	-1.2	-12	1	-2
11	COc1ccc(OCC(=O)N/N=C(\C)CC(=O)Nc2ccc(OC)cc2[N+](=O)[O-])cc1	.	-1	-3	-3	-5	6	0.1	5	-9	-1
12	COc1ccc(S(N)(=O)=O)cc1C(=O)NC1CCCc2ccccc21 (centres undefined)	-8	-4	-3	4	12	3	-4.1	-6	26	9
13	CC(CCc1ccccc1)NC(=O)c1ccc(-n2cncn2)c([N+](=O)[O-])c1 (centres undefined)	-2	-6	.	0	-1	-22	0.3	3	.	-7
14	CCCNC(=O)C(Cc1ccccc1)NS(=O)(=O)c1ccc2c(c1)CCC(=O)N2 (centres undefined)	-7	-4	-2	-2	-6	-4	-0.1	4	8	-4
15	CC1(C)CC(=O)c2cn3nc(C(F)(F)F)nc3nc2C1	2	2	2	3	17	2	1.2	1	-10	-12
16	COc1ccc(C)cc1NC(=O)C(c1ccccc1)N1CCN(CC(=O)NC2CC2)CC1 (centres undefined)	7	0	.	.	5	-5	-0.2	1	.	4
17	COc1cc2[nH]c(=O)c(C(=O)NCCCN3CCCCC3)c(O)c2cc1OC	-3	1	1	-6	-14	1	0.7	4	20	-10
18	COc1ccc(NC(=O)c2ccc(C#N)cc2)cc1NS(=O)(=O)c1ccc(F)cc1	-12	-1	6	-1	-5	0	-0.5	3	-4	-1
19	CCOc1ccc(NC(=O)CCN2CCN(C)CC2)cc1	-6	6	-7	-1	-33	5	-0.3	4	1	-12
20	COc1cc(/C=N/NC(=O)c2ccc3nc[nH]c3c2)cc(OC)c1OC(C)=O	.	-2	.	.	7	-3	-0.3	12	.	7
21	Cc1ccc(S(=O)(=O)NN=Cc2ccc(N3CCOCC3)cc2)cc1[N+](=O)[O-]	4	-2	.	7	-8	-9	-2.9	6	.	6
22	CCOc1ccc(N2C(=O)CC(N3CCOCC3)C2=O)cc1 (centres undefined)	-2	-3	-3	-16	-9	-5	-0.5	9	-4	7
23	Cc1ccc(-n2c(SCC(=O)N/N=C/c3ccccc3OCC(=O)O)nc3ccccc3c2=O)cc1	i	-2	2	-4	4	-2	-0.2	-8	19	4
24	Nc1ncnc2c1ncn2[C@@H]1O[C@H](CNC(=O)OC[C@@H](N)Cc2ccccc2)[C@@H](O)[C@H]1O	.	3	.	.	-6	4	0.0	.	.	3
25	Cc1ccc(NC(=O)c2cccnc2)cc1S(=O)(=O)N(C)C	-10	-7	6	3	-1	0	-1.2	4	15	-18
26	Clc1ccc(CCNc2nc3ccccc3n3nnnc23)cc1	-8	-10	-8	-4	-12	1	-0.5	-16	50*	-3
27	COc1ccc(OC)c(N(CC(=O)NCC2CCCO2)S(=O)(=O)c2ccccc2)c1 (centres undefined)	6	2	-2	-3	17	-9	0.4	11	-14	-1
28	COc1ccc(-n2nnnc2SCC(=O)N2CCCC2=O)cc1	-12	-4	.	0	-6	1	0.5	-19	.	-1
29	Oc1ccccc1Cc1c(O)ccc2ccccc12	6	-3	.	-1	-1	-5	-0.3	13	.	5
30	COc1ccc(N(CC(=O)Nc2cc(C)ccc2C)S(=O)(=O)c2c(C)noc2C)cc1	-10	.	0	-5	.	6	.	5	17	14
31	CCc1cc2c(-c3ccccc3)cc(=O)oc2c(CN2CCOCC2)c1O	5	-2	-2	7	5	-1	-1.0	14	-8	-1
32	NS(=O)(=O)c1ccc(CCNCc2cc(Br)ccc2OCc2ccccc2)cc1	6	-2	0	-5	-13	4	-0.1	6	-5	3
33	CCOc1cc(CNCC(C)C)c(Cl)cc1OCC(=O)Nc1ccccc1	-8	0	2	-6	-13	-2	0.9	-14	19	10
34	COc1cc(/C=N/NC(=O)C2CCN(CC(O)COCc3ccccc3)CC2)cc(OC)c1OC (centres undefined)	.	4	5	1	-3	-17	0.5	-2	16	8
35	Cc1ccc(OCC(=O)N2CCN(C(=O)c3cccnc3)CC2)cc1	-8	-8	-7	7	-8	4	-0.5	4	4	3
36	OCc1cccc(-c2csc(C(O)(c3ccccc3)C(F)(F)F)n2)c1 (centres undefined)	.	3	.	.	-4	4	-0.1	.	.	-2
37	Cc1c(Cl)cnc(NC(=O)COC(=O)CCc2nc3ccccc3s2)c1Cl	-20	0	-2	-5	2	9	-0.4	0	-18	-2
38	CCOc1cc(C(=O)Nc2ccc([N+](=O)[O-])cn2)cc(OCC)c1OCC	5	0	1	-2	4	-2	0.8	0	5	13
39	Cc1ccc(S(=O)(=O)c2nc(-c3ccco3)oc2SCC(=O)NCC2CCCO2)cc1 (centres undefined)	-2	-10	5	-4	-6	-6	0.2	-8	4	-10
40	COc1ccc(/C=N\NC(=O)c2ccc(F)cc2)cc1COc1ccccc1C(N)=O	.	-1	1	-19	1	12	1.4	-2	10	8
41	Cn1c(=O)c2cc(NC(=O)NCc3ccc(Cl)cc3Cl)ccc2n1Cc1ccc(F)cc1	.	-3	.	.	-5	18	0.1	.	.	-5
42	COc1ccccc1CNC(=O)[C@H](C)NC(=O)C1CCN(C(=O)[C@@H](N)Cc2ccccc2)CC1	-2	-1	0	5	-6	2	0.0	-2	-11	-2
43	CCOC(=O)c1cnc2cc(-c3ccc(C)cc3)nn2c1-c1ccccc1	-28	-2	-1	10	-11	-3	0.3	-11	-1	-6
44	Cc1cc(C(F)(F)F)nn1Cc1n[nH]c(=S)n1Cc1ccccc1	-4	-5	-3	3	-6	-10	1.3	-14	9	0
45	N/C(COc1ccccc1)=N\NC(=O)c1cccnc1Oc1ccccc1	.	-2	5	4	2	1	0.3	-1	16	4
46	C/C(=N\NC(=O)c1nnn(-c2nonc2N)c1-c1ccc2c(c1)OCO2)c1ccccc1	.	1	1	1	-2	-7	1.0	-2	-14	22
47	O=C(Nc1ccccc1C(=O)O)c1cc(S(=O)(=O)Nc2ccccc2)ccc1Cl	-9	-6	5	-6	?	-1	2.9	-3	8	12
48	CC1=NCCc2c1[nH]c1cc(O)ccc21	4	-42	.	6	-57	-5	1.0	.	.	-235
49	CCOC(=O)c1cnn2c(SC)ncnc12	.	-5	.	.	0	0	0.1	11	.	3
50	O=C(N/N=C\c1ccc(F)cc1)c1ccc(F)cc1	.	-2	4	0	-1	3	0.0	6	2	3
51	NS(=O)(=O)c1ccc(CCNC(=O)C2CCCCC2)cc1	-3	-6	-3	-9	-3	3	-0.7	3	-2	-6
52	COC(=O)c1ccc(CNC(=O)c2ccc3c(c2)NC(=O)CS3)cc1	2	.	.	0	.	8	.	6	.	23
53	COc1ccc(C(=O)NCCS(=O)(=O)N2CCc3ccccc3C2)cc1OC	-7	.	.	5	.	-5	.	-1	.	1
54	COc1cccc(CCNC(=O)c2cc(COc3c(F)cccc3F)on2)c1	-36	-1	-1	-2	4	9	0.0	-8	29	0
55	Cc1ccc(N2C(=O)c3ccccc3C2C(=O)c2ccc(O)cc2O)cc1 (centres undefined)	-15	-1	0	1	-8	1	-0.3	-7	-5	16
56	Cc1ccc(C)c(S(=O)(=O)N2CCCOC2CNC(=O)C(=O)NCc2ccncc2)c1 (centres undefined)	-12	0	1	-4	-2	6	0.4	-1	30	-16
57	CCOC(=O)CC1C(=O)NCCN1S(=O)(=O)c1ccccc1 (centres undefined)	-12	1	-6	9	1	3	0.1	11	21	5
58	CCOc1ccc(C(=O)n2cnnc2N)cc1	1	0	2	14	-3	0	-0.3	2	19	7

Part of the list above, with each value named.
47. O=C(Nc1ccccc1C(=O)O)c1cc(S(=O)(=O)Nc2ccccc2)ccc1Cl
  PriA SSB inh = -9
  Anthrax LF prot = -6
  SARS 3CLpro inh = 5
  Rv3671c inh = -6
  BoNT F protease = ?
  PrPC TRFRET = -1
  BoNT-A LC inh2 = 2.9
  MazF activator = -3
  DUSP3 inh = 8
  CCHFV vOTU inh = 12
48. CC1=NCCc2c1[nH]c1cc(O)ccc21
  PriA SSB inh = 4
  Anthrax LF prot = -42
  SARS 3CLpro inh = .
  Rv3671c inh = 6
  BoNT F protease = -57
  PrPC TRFRET = -5
  BoNT-A LC inh2 = 1.0
  MazF activator = .
  DUSP3 inh = .
  CCHFV vOTU inh = -235
49. CCOC(=O)c1cnn2c(SC)ncnc12
  PriA SSB inh = .
  Anthrax LF prot = -5
  SARS 3CLpro inh = .
  Rv3671c inh = .
  BoNT F protease = 0
  PrPC TRFRET = 0
  BoNT-A LC inh2 = 0.1
  MazF activator = 11
  DUSP3 inh = .
  CCHFV vOTU inh = 3
50. O=C(N/N=C\c1ccc(F)cc1)c1ccc(F)cc1
  PriA SSB inh = .
  Anthrax LF prot = -2
  SARS 3CLpro inh = 4
  Rv3671c inh = 0
  BoNT F protease = -1
  PrPC TRFRET = 3
  BoNT-A LC inh2 = 0.0
  MazF activator = 6
  DUSP3 inh = 2
  CCHFV vOTU inh = 3

Only part of the results is shown; the hit share may differ from the screen's.
